RGS4 inh: inhibitors of human regulator of G protein signaling 4. P49798. Transcreener GDP fluorescence polarization, RGS4-accelerated GTP hydrolysis. Potency, µM (titrated, usually from 114 µM), without a hit: at the top dose activity change, negative = inhibition, usual class: inhibitors. actives 0.039% (n = 390,000); further: potency means the concentration at half of the fitted maximal effect; on the % scale 0 is the no-effect control and ±100 the full control effect; nearly all actives have a fitted effect of over 75% in size; some results filed as inactive show a strong effect at the top dose
Target sequence (P49798 whole entry, looked up): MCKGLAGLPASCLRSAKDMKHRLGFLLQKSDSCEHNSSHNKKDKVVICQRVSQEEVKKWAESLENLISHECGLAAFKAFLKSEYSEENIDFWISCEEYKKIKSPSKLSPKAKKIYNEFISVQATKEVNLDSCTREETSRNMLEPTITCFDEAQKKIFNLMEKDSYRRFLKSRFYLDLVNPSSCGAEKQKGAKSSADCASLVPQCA
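MLSMR compounds (23 nl, pin-transferred) preincubated 10 min at room temperature with a 500nM (2x) first reagent, then RGS4 at 900nM (2x) plus Transcreener GDP mix added; fluorescence polarization (620/688 nm) read before and after 90 min at 30 °C.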
Anesthetic bind: binds horse apoferritin like a general anesthetic | P02791 | apoferritin/1-aminoanthracene competitive binding, fluorescence | Potency, µM (doses to about 77.5 µM), inactives show at the highest dose activity change, negative = displacement, most hits filed as inhibitors | actives 0.074% (n = 350,000); further: potency means the concentration at half of the fitted maximal effect; on the % scale 0 is the no-effect control and ±100 the full control effect; nearly all actives have a fitted effect of over 20% in size
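Horse-spleen apoferritin (10 uM) in 50% saturated 1-aminoanthracene in PBS was incubated 10 min at room temperature with compound. Fluorescence (ex 380, em 535 nm) was normalized to free and bound 1-AMA, with concentration-response fitted by a four-parameter Hill equation.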
ALOX12 inh: inhibitors of human 12S-lipoxygenase ALOX12; P18054; purified 12hLO, xylenol orange hydroperoxide absorbance; Potency, µM (series often up to 108 µM), inactives show at the top dose activity change, negative = inhibition, most hits filed as inhibitors; actives 1.1% (n = 580,000); further: potency means the concentration at half of the fitted maximal effect; on the % scale 0 is the no-effect control and ±100 the full control effect
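Purified human 12hLO (150 nM final) in 25 mM Hepes, 0.01% Triton X-100, pH 7.0 was preincubated 15 min at room temperature with compound. Then 40 uM arachidonic acid was added, 30 min. Hydroperoxide was read by Fe-XO absorbance ratio 573/405 nm.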
Pol eta inh: inhibitors of human DNA polymerase eta; Potency, µM (titrated, usually from 114 µM), inactives show at the highest dose activity change, negative = inhibition, usual class: inhibitors; AID 588591; Q9Y253; recombinant Pol eta, fluorescent DNA replication assay; actives 1.2% (n = 390,000); further: potency means the concentration at half of the fitted maximal effect; on the % scale 0 is the no-effect control and ±100 the full control effect
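Pol eta at 10 nM preincubated with compounds 15 min at room temperature; reaction started with fluorescent substrate (50 nM final) and read kinetically at 0 and 10 min.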
Pol kappa inh: blocks human DNA polymerase kappa activity | AID 588579 | Q9UBT6 | actives 0.53% (n = 400,000) | purified Pol kappa, fluorescent DNA synthesis assay, 10 min | Potency, µM (series often up to 107 µM), for inactives: at the top dose activity, negative = inhibition, usual class: inhibitors; further: potency means the concentration at half of the fitted maximal effect; on the % scale 0 is the no-effect control and ±100 the full control effect
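Activity was followed as the change in fluorescence between reads at 0 and 10 min after starting the reaction with 50 nM substrate. Beforehand, 10 nM polymerase had been preincubated with compound for 15 min at room temperature.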
POLB inh: DNA polymerase beta (human) inhibition; P06746; Pol beta primer extension/strand displacement, fluorescence kinetic; Potency, µM (titrated, usually from 114 µM), for inactives: at the highest dose activity change, negative = inhibition, usual class: inhibitors; actives 1.3% (n = 340,000); AID 485314; further: potency means the concentration at half of the fitted maximal effect; on the % scale 0 is the no-effect control and ±100 the full control effect
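Enzyme-only controls used 10 nM Pol beta; buffer lacking enzyme served as negative control. Compound preincubated 15 min, then 50 nM substrate added; 0 and 10 min reads at room temperature.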
LDHA inh: LDHA (human) enzyme inhibition | P00338 | purified LDHA, NADH/diaphorase-resazurin fluorescence; hits give low values | activity change, % (values are at about 110 or 230 µM) | actives 0.15% (n = 480,000) | AID 1347041; in the data active means activity change below about -30%; inconclusive means mostly about -25% to -30%;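 further: plate controls were DMSO wells for no effect and wells without enzyme for full effect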
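Resorufin fluorescence (ex540/em590), read at 0 and 20 min after diaphorase/resazurin addition, reports the NADH left after a 5 min room-temperature reaction of 2 nM human LDH5 with 0.06 mM NADH and 0.2 mM pyruvate.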
ERG-DNA inh: inhibitors of human ERG Ets domain-DNA interaction; P11308; Potency, µM (highest dose often 76.9 µM), without a hit: at the highest dose FP activity, negative = inhibition, hits mostly inhibitors; fluorescence polarization, His-ERG Ets domain / labelled DNA; actives 0.028% (n = 370,000); active means well fitted inhibition curve with a large enough effect in the polarisation, with a control signal flat; inconclusive means small, poorly fitted or top-dose-only effect, or effect the other way, or a change in a side signal; inactive means no such curve, though single readings can be large or run the other way; the % refers to the polarisation;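 further: polarization taken with two DNA probes labelled with fluorescein and Texas red; potency means the concentration at half of the fitted maximal effect; % of control where 0% means no effect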
Target sequence (P11308 whole entry, looked up, the tested form may be a part): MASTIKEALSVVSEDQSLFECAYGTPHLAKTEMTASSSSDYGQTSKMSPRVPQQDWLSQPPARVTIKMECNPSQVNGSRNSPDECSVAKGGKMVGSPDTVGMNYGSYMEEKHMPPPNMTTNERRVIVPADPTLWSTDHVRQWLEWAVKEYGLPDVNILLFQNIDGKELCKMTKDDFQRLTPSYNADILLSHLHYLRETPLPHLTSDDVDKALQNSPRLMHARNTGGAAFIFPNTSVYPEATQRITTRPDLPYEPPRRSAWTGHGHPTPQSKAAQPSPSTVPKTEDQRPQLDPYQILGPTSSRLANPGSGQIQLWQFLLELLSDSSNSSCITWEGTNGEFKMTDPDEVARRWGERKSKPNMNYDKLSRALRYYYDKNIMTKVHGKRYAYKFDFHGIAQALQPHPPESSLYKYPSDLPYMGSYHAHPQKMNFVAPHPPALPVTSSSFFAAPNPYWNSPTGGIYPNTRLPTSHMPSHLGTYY
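His-tagged ERG Ets domain (1 uM in the protein solution; 300mM KCl, 50mM Tris-HCl, 1mM EDTA, 1mM DTT, pH 7.5) received compound, then a probe mix of 5 nM fluorescein-DNA and 100nM Texas-615-DNA. Fluorescence polarization was read for both dyes.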
APEX1 inh: blocks human APE1 abasic DNA cleavage; actives 0.35% (n = 350,000); Potency, µM (top dose mostly 65.8 µM), for the others: at the top dose activity change, negative = inhibition, usual class: inhibitors; AID 2517; recombinant APE1, TAMRA/BHQ-2 abasic DNA cleavage fluorescence; P27695;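 further: potency means the concentration at half of the fitted maximal effect; plate controls were vehicle for no effect and reference inhibitor for full effect; nearly all actives have a fitted effect of over 55% in size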
Target sequence (P27695 whole entry, looked up): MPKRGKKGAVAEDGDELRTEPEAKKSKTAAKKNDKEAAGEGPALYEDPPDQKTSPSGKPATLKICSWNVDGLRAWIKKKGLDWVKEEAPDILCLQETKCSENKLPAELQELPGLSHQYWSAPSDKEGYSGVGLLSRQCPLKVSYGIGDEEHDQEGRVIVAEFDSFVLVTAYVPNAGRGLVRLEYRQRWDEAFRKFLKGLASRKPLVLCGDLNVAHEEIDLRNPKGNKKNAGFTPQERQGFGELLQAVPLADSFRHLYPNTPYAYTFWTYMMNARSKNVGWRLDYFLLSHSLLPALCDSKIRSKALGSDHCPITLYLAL
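Measures dequenching upon AP-site incision of a 5'-TAMRA/3'-BHQ-2 THF-containing duplex, 50 nM; human APE1 0.75 nM after 15 min room-temperature exposure to compound; kinetic three-point read at one-minute spacing.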
* hit, by the source's call; & = joins results of further samples; [ ] = another dose, or the depositor's remark. Unless noted, the call rests on the fitted dose curve; in most records, active means well fitted curve in the direction sought with a large enough effect; inconclusive means small, poorly fitted or top-dose-only effect, or another doubt; inactive means no such curve, though single readings can be large; an effect the other way counts as inactive or inconclusive. Not all compounds are listed; the hit share may differ from the screen's.

What do the screens show for `C[C@]12CCC3C(CC[C@H]4C[C@@H](O)[C@H](O)C[C@]34C)C1CC[C@@H]2O` (stereo not given in full)?
RGS4 inh: 2.9%; ALOX12 inh: 21.3%; Pol eta inh: -14.4%; Pol kappa inh: 1.9%; LDHA inh: -6.9; ERG-DNA inh: -5.5%; APEX1 inh: 1.7%

What do the screens show for `COC1C(O)C(C)OC(OC2CCC3(C=O)C(CCC4C3CCC3(C)C(C5=CC(=O)OC5)CCC43O)C2)C1O` (stereo not given)?
RGS4 inh: -24.6%; ALOX12 inh: 125.7%[activator]; Pol eta inh: -24.7%; Pol kappa inh: 0.9%; LDHA inh: 0.5; ERG-DNA inh: -2.7%

What do the screens show for `CCCCn1c(O)c(C(CC)=Nc2ccc(OC)cc2OC)c(=O)[nH]c1=O`?
RGS4 inh: 2.3%; Anesthetic bind: inconclusive; ALOX12 inh: -29.5%; Pol eta inh: -9.2%; Pol kappa inh: -22.1%; POLB inh: 1.1%; LDHA inh: 0.8; ERG-DNA inh: 2.2%; APEX1 inh: 22.1%

What do the screens show for `COC(=O)C(O)(c1c(C)[nH]n(-c2ccccc2)c1=O)C(F)(F)F` (stereo not given)?
RGS4 inh: -2.9%[11.4 µM]; Anesthetic bind: -9.5%; ALOX12 inh: inconclusive; Pol eta inh: inconclusive; Pol kappa inh: -10.5%; POLB inh: 3.3%; LDHA inh: 5.9; ERG-DNA inh: -4.0%; APEX1 inh: -2.5%

How did CCCCn1c(=O)c(C(=O)Nc2ccccc2)c(O)c2ccccc21 do in these assays?
RGS4 inh: -8.4%; Anesthetic bind: -5.2%; ALOX12 inh: -3.2%; Pol eta inh: -15.9%; Pol kappa inh: -5.8%; POLB inh: -1.0%; LDHA inh: 1.8; ERG-DNA inh: 10.5%; APEX1 inh: -2.7%

How did O=C1SC(Cc2ccccc2)C(=O)N1c1ccccc1 (stereo not given) do in these assays?
RGS4 inh: -17.5%; Anesthetic bind: -6.4%; ALOX12 inh: inconclusive; Pol eta inh: 0.0%; Pol kappa inh: -9.0%; POLB inh: 6.4%; LDHA inh: -7.0; ERG-DNA inh: 0.7%; APEX1 inh: inconclusive

How did O=C1NC(=O)C(CCc2ccncc2)(CCc2ccncc2)C(=O)N1Cc1ccc(F)cc1 do in these assays?
RGS4 inh: -1.7%; Anesthetic bind: -9.9%; ALOX12 inh: -5.4%; Pol eta inh: 9.1%; Pol kappa inh: -3.8%; POLB inh: 1.4%; LDHA inh: -12.0; ERG-DNA inh: 16.9%; APEX1 inh: 1.7%

What do the screens show for `CC=C(C)C(=O)OC1CCN2CC=C(COC(=O)C(O)(C(C)OC)C(C)(C)O)C12` (stereo not given)?
RGS4 inh: -8.4%; ALOX12 inh: 3.3%; Pol eta inh: -4.3%; Pol kappa inh: -15.4%; LDHA inh: -8.1; ERG-DNA inh: 6.2%

Results for Cc1cc2ccccc2c(=O)n1CC(=O)NCC(=O)N1CCC2(CC1)OCCO2 ?
RGS4 inh: -4.3%; Anesthetic bind: -2.4%; ALOX12 inh: 6.7%; Pol eta inh: -22.6%; Pol kappa inh: -7.8%; POLB inh: 16.5%; LDHA inh: -2.4; ERG-DNA inh: -2.2%; APEX1 inh: -3.6%

Results for COC(=O)C1=C(c2ccc(OC(F)(F)F)cc2)C[C@@H]2CC[C@H]1N2C(=O)NCc1cccc2ccccc12 ?
RGS4 inh: -12.2%; ALOX12 inh: -9.4%; Pol eta inh: -14.7%; Pol kappa inh: 9.2%; LDHA inh: 1.2; ERG-DNA inh: 7.8%; APEX1 inh: -1.4%

Results for O=C(C(Cc1ccccc1)NS(=O)(=O)c1ccc(F)cc1)N1CCC2(CC1)OCCO2 (stereo not given) ?
RGS4 inh: -32.1%; Anesthetic bind: -6.1%; ALOX12 inh: 7.7%; Pol eta inh: -7.3%; Pol kappa inh: 0.0%; POLB inh: 1.0%; LDHA inh: -4.4; ERG-DNA inh: -5.5%; APEX1 inh: 14.8%

What do the screens show for `Cc1cc(=O)oc2cc(OCC(=O)N3C[C@H]4C[C@@H](C3)c3cccc(=O)n3C4)c(Cl)cc12`?
RGS4 inh: -10.6%; Anesthetic bind: -7.0%; ALOX12 inh: 2.5%; Pol eta inh: -4.3%; Pol kappa inh: 19.3%; POLB inh: 40.0%; LDHA inh: 6.4; ERG-DNA inh: -4.1%; APEX1 inh: 38.0%

How did CCCN(CCC)[C@@H]1CCc2ccc(O)cc2C1 do in these assays?
RGS4 inh: -0.3%[56.9 µM]; ALOX12 inh: 4.3%; Pol eta inh: -4.8%[57.1 µM]; Pol kappa inh: -16.7%[60.1 µM]; POLB inh: 14.8%[57.1 µM]; APEX1 inh: 2.0%&-10.4%

What do the screens show for `COCCNC(=O)c1c(N)n(CCC(C)C)c2nc3ccccc3nc12`?
RGS4 inh: 6.4%; Anesthetic bind: 762.5%[activator]; ALOX12 inh: inconclusive; Pol eta inh: -12.9%; Pol kappa inh: -20.4%; POLB inh: -5.5%; LDHA inh: 27.8; ERG-DNA inh: 2.3%; APEX1 inh: -0.1%

How did CCOc1ccc(NC(=O)c2ccc(NC(=O)COC(=O)Cc3ccccc3)cc2)cc1 do in these assays?
RGS4 inh: -40.6%; Anesthetic bind: -8.2%; ALOX12 inh: 0.1%; Pol eta inh: -13.9%; Pol kappa inh: -8.8%; POLB inh: 22.4µM*; LDHA inh: -4.9; ERG-DNA inh: 3.2%; APEX1 inh: -1.2%

What do the screens show for `COc1cc2[nH]c(C(=O)N3CCC4(CC3)OCCO4)cc2c(OC)c1OC`?
RGS4 inh: 18.2%; Anesthetic bind: -0.5%; ALOX12 inh: -5.9%; Pol eta inh: -6.2%; Pol kappa inh: -8.4%; POLB inh: 37.0%; LDHA inh: -4.6; ERG-DNA inh: -6.5%; APEX1 inh: -6.5%

Results for Cc1ccc(CN2CCCN(Cc3ccccc3C)S2(=O)=O)cc1 ?
RGS4 inh: -10.6%; Anesthetic bind: -2.6%; ALOX12 inh: 0.0%; Pol eta inh: -23.4%; Pol kappa inh: 3.0%; POLB inh: 4.3%; LDHA inh: 5.2; ERG-DNA inh: 5.1%; APEX1 inh: 6.9%

Results for CC(=NCc1cccnc1)c1c(O)n(-c2ccccc2)c(=O)[nH]c1=O ?
RGS4 inh: -15.2%; Anesthetic bind: -6.4%; ALOX12 inh: 7.1%; Pol eta inh: -3.1%; Pol kappa inh: -0.3%; POLB inh: 9.3%; LDHA inh: -4.8; ERG-DNA inh: -1.3%; APEX1 inh: -2.4%

What do the screens show for `Nc1c(C(=O)NCc2ccco2)c2nc3ccccc3nc2n1Cc1ccccc1`?
RGS4 inh: -34.2%; Anesthetic bind: 193.6%[activator]; ALOX12 inh: inconclusive; Pol eta inh: -14.5%; Pol kappa inh: -1.3%; POLB inh: inconclusive; LDHA inh: 0.0; ERG-DNA inh: 4.8%; APEX1 inh: -4.8%

How did CN(C)CCCN=Cc1c(O)n(Cc2ccco2)c(=O)[nH]c1=O do in these assays?
RGS4 inh: -14.2%; Anesthetic bind: -5.2%; ALOX12 inh: -0.6%; Pol eta inh: -16.5%; Pol kappa inh: -5.3%; POLB inh: -8.5%; LDHA inh: 0.2; ERG-DNA inh: 12.0%; APEX1 inh: -15.4%

What do the screens show for `CCn1cc(C(=O)N2CCOCC2)c2ccccc21`?
RGS4 inh: 29.7%; Anesthetic bind: -0.4%; ALOX12 inh: -7.9%; Pol eta inh: -12.3%; Pol kappa inh: -18.6%; POLB inh: -17.0%; LDHA inh: -5.7; ERG-DNA inh: -5.1%; APEX1 inh: -3.1%

Results for CCC(=NCC1CCCO1)c1c(O)[nH]c(=O)[nH]c1=O (stereo not given) ?
RGS4 inh: 14.7%; Anesthetic bind: -4.0%; ALOX12 inh: 0.0%; Pol eta inh: 1.3%; Pol kappa inh: -10.0%; POLB inh: 16.3%; LDHA inh: -2.4; ERG-DNA inh: -8.9%; APEX1 inh: inconclusive

Results for O=C(CN1CCCCC1)c1ccccc1F ?
RGS4 inh: 16.4%; Anesthetic bind: -0.5%; ALOX12 inh: 0.0%; Pol eta inh: 4.5%; Pol kappa inh: -19.0%; POLB inh: -8.6%; LDHA inh: -7.5; ERG-DNA inh: 4.5%; APEX1 inh: -6.1%

How did N#CCCCCC#N do in these assays?
RGS4 inh: 13.3%; ALOX12 inh: -2.0%; Pol eta inh: -7.3%; Pol kappa inh: -10.0%; LDHA inh: -8.8; ERG-DNA inh: 9.9%; APEX1 inh: 31.4%&2.9%

Results for O=c1c2ccccc2nc(CSc2ncnc3nc[nH]c23)n1-c1ccc(Cl)c(Cl)c1 ?
RGS4 inh: 14.1%; Anesthetic bind: -7.3%; ALOX12 inh: 16.7%; Pol eta inh: -4.6%; Pol kappa inh: -6.2%; POLB inh: 28.0%; LDHA inh: 0.5; ERG-DNA inh: -1.7%; APEX1 inh: -4.4%

Results for COc1ccc2nc3oc(C(=O)N4CCC5(CC4)OCCO5)cc3cc2c1 ?
RGS4 inh: -8.2%; Anesthetic bind: 0.0%; ALOX12 inh: -8.4%; Pol eta inh: -9.7%; Pol kappa inh: -10.0%; POLB inh: inconclusive; LDHA inh: -1.2; ERG-DNA inh: -0.1%; APEX1 inh: -4.3%

How did Nc1ccncc1Cl do in these assays?
RGS4 inh: 11.3%; Anesthetic bind: -4.3%; ALOX12 inh: -7.9%; Pol eta inh: -12.2%; Pol kappa inh: -9.2%; POLB inh: 13.6%; LDHA inh: -2.1; ERG-DNA inh: 8.9%; APEX1 inh: -1.3%

Assay outcomes deposited in PubChem BioAssay by National Center for Advancing Translational Sciences (NCATS).
